S3 lipid droplet: qHTS Assay for Lipid Storage Modulators in Drosophila S3 Cells; Drosophila S3 cells, BODIPY lipid droplet fluorescence, 18-24 h; cells fed with added oleic acid; Potency in µM for hits, for the others lipid storage change, negative = inhibition, % at the top dose, mostly 46.1 µM; 320,000 compounds, 0.64% hits; active = well fitted inhibition curve with a large enough effect in the signal ratio, with a control signal flat, not every such curve was filed as active; inconclusive = small, poorly fitted or top-dose-only effect, or effect the other way, or a change in a side signal; the % refers to the signal ratio
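Drosophila S3 cells got compounds at several concentrations plus oleic acid (400 uM solution). Laser-scanning cytometry with 488 nm excitation read lipid droplets at 500-530 nm and cells at 575-640 nm. Percent activity was relative to 20 uM Triacsin C.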
S3 lipid droplet cell count max: further read-out of S3 lipid droplet, marked with its call; cell number change, %; measured here: cell count max response;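 cells counted by Cell Tracker Red CMTPX staining in the red channel; peak over a dose series mostly up to 46.1 µM; percent activity relative to internal control wells on each plate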
The depositor's hits bear a star; i = inactive; ? = inconclusive; nt = no result given. % is scaled to controls: 0 for no effect and ±100 for the full control effect; potency is read from the fitted curve at half-maximal effect. A portion of the library; count on the stated rates, not on these rows.

SMILES | S3 lipid droplet | S3 lipid droplet cell count max
C[C@@H]1CN(Cc2nc(-c3cccs3)no2)C[C@H](C)O1 | -3% | -8
O=C(O)CCCCCN1C(=O)/C(=C/c2ccncc2)SC1=S | -22% | 9
COc1cc(NC(=O)CSCc2cnn(-c3ccccc3)c2-n2cccc2)cc(OC)c1 | -2% | 14
O=C(Nc1ccc(-c2nc3ccccc3o2)cc1)c1ccc2c(c1)OCO2 | ? | nt
CN(C)/C=C/C(=O)c1ccc2noc(-c3ccccc3)c2c1 | 5% | 5
O=C(CSc1nnc(NC(=O)C2CC2)s1)Nc1ccccc1C(F)(F)F | i | 8
CCOc1ccc(-c2noc(CCC(=O)NC)n2)cc1OCC | 16% | 2
COc1ccc(CCC(=O)NCCS(=O)(=O)N2CCN(c3ccc(OC)cc3)CC2)cc1 | i | -6
Cc1ccc(C(=O)N2CC(C(=O)O)C2)cc1 | ? | nt
COc1ccccc1CNC(=O)CCc1ccccc1 | i | nt
COC(=O)c1sccc1NC(=O)COc1ccc(C)cc1 | ? | nt
O=C(NCc1nnnn1-c1ccc(F)c(F)c1)c1ccc2ccccc2c1 | ? | nt
CCc1c(C)sc(NC(=O)c2ccco2)c1C#N | ? | nt
CCOc1cc(CNn2nnnc2N)ccc1OCC(=O)NC(C)(C)C | 3% | -13
O=C(NCc1ccccc1Cl)c1ccccc1CCc1ccccc1 | ? | nt
Cc1ccc2c(COC(=O)c3ccccc3F)cc(=O)oc2c1 | ? | nt
Cc1cc(C)cc(N(CC(=O)NCc2ccc(F)cc2)C(=O)CCC(=O)Nc2ccccn2)c1 | i | 13
O=Cc1ccccc1OCCOc1ccc([N+](=O)[O-])cc1 | 5% | 9
CC1(C)CC(NC(=O)c2ccc(-c3ccc([N+](=O)[O-])cc3)o2)CC(C)(C)N1 | 9% | 1
CCCn1c(CCNc2nc(-c3ccc(OC)cc3)cs2)nc2ccccc21 | ? | nt
O=C(c1ccccc1)c1sc(N2CCOCC2)nc1-c1ccccc1 | ? | nt
Cc1cc(C)nc(SCc2nnc(SCc3ccccc3Cl)o2)n1 | ? | nt
COc1ccccc1N1CCN(C(=O)c2ccc(NS(=O)(=O)c3ccc(C)cc3)cc2)CC1 | 7% | -6
O=C(CSc1nc2ccccc2[nH]1)Nc1cc(C(F)(F)F)ccc1N1CCOCC1 | ? | nt
Cc1cc(C(=O)OCC(=O)N2c3ccccc3NC(=O)C2(C)C)c(C)n1-c1ccccc1 | 0% | -9
Later entries
SMILES | S3 lipid droplet | S3 lipid droplet cell count max
COc1ccc(-c2nnc(SCC(=O)Nc3ccccc3OC)o2)cc1 | 12% | 3
CN1CCN(C(=O)c2ccccc2NS(=O)(=O)c2ccc(F)cc2)CC1 | ? | nt
Cn1cc(S(=O)(=O)c2ccccc2)n(C)c1=O | 3% | -10
CC1=C(C(N)=O)C(c2sccc2C)n2nnnc2N1 (stereo unspecified) | ? | nt
CC(C)CNC(=O)C1CCN(c2ccc(S(=O)(=O)N3CCOCC3)cc2)CC1 | ? | nt
N#CCc1ccccc1C(=O)OCC(=O)N(Cc1ccccc1)Cc1ccccc1 | ? | nt
CC12CCC(C(=O)NCc3ccc(F)cc3)(OC1=O)C2(C)C (stereo unspecified) | ? | nt
Cc1ccccc1CC1(CO)CCCN(Cc2ccn[nH]2)C1 (stereo unspecified) | ? | nt
O=C(OC(C(=O)O)C(OC(=O)c1ccccc1)C(=O)NCc1ccccc1)c1ccccc1 (stereo unspecified) | 0% | -7
Cc1cccc(Cc2cnc(N3C(=N)SC(c4ccccc4)C3=O)s2)c1 (stereo unspecified) | ? | nt
COc1ccc2c(C)c(CC(=O)N3CCN(C(=O)C4COc5ccccc5O4)CC3)c(=O)oc2c1C (stereo unspecified) | ? | nt
Cc1cc(NC(=O)CSc2nnnn2C)n(-c2ccccc2)n1 | ? | nt
CC(C)[C@H](NS(=O)(=O)c1ccc(Cl)cc1)C(=O)OCC(=O)NCCN1C(=O)CSC1=O | -5% | 5
CCOC(=O)C1=C(C)N(C)C(=O)NC1c1cc2c(cc1Br)OCO2 (stereo unspecified) | 8% | -25
COc1cc(C2C(C#N)=C(N)Oc3cc(O)ccc32)cc(OC)c1OC (stereo unspecified) | 5% | -22
Cc1nc(NC(=O)c2ccccc2)sc1-c1csc(Nc2cccc(Cl)c2)n1 | ? | nt
CCOc1cc(C)nc(Oc2ccc(=O)[nH]n2)n1 | i | nt
CCOC(=O)c1sc(NC(=O)CSc2nnc(-c3ccco3)n2CC)c(C(=O)OCC)c1C | ? | nt
CCn1c(Cc2ccccc2)nnc1SCC(=O)Nc1nc(C)cs1 | -7% | 1
CCCCC(=O)NC(=S)Nc1cc(C(=O)O)ccc1Cl | 2% | 6
Cc1ccc2c(c1)c(=O)c1c3n2CCN(C(=O)CCl)C3CC1 (stereo unspecified) | -4% | 0
Cc1ccc(CC(=O)N(Cc2ccccc2)c2ccccn2)cc1 | ? | nt
Cc1ccc(-c2nnc(CN3CCN(C)CC3)o2)cc1 | -2% | -6
N#C/C(=N\Nc1ccccc1)C(=N)N1CCCCC1 | ? | nt
CCOC(=O)C(NC(=O)NCc1ccc(F)cc1)(OCC)C(F)(F)F (stereo unspecified) | ? | nt

Retrieved one by one from the list above, 7 records:
SMILES | S3 lipid droplet | S3 lipid droplet cell count max
COc1ccc(CCC(=O)NCCS(=O)(=O)N2CCN(c3ccc(OC)cc3)CC2)cc1 | i | -6
CCOC(=O)c1sc(NC(=O)CSc2nnc(-c3ccco3)n2CC)c(C(=O)OCC)c1C | ? | nt
CCOc1ccc(-c2noc(CCC(=O)NC)n2)cc1OCC | 16% | 2
CCc1c(C)sc(NC(=O)c2ccco2)c1C#N | ? | nt
Cc1ccc2c(COC(=O)c3ccccc3F)cc(=O)oc2c1 | ? | nt
O=C(NCc1ccccc1Cl)c1ccccc1CCc1ccccc1 | ? | nt
COc1cc(NC(=O)CSCc2cnn(-c3ccccc3)c2-n2cccc2)cc(OC)c1 | -2% | 14

Going on with the list:
SMILES | S3 lipid droplet | S3 lipid droplet cell count max
NNC(=O)CNC(c1ccccc1)c1cc(Br)ccc1NC(=O)c1ccccc1Br (stereo unspecified) | -15% | 2
Cc1ccc(-c2cc(C(F)F)nc(NCC3CCCO3)n2)cc1 (stereo unspecified) | ? | nt
COc1ccc2nc(-c3ccc(N)cc3)[nH]c2c1 | ? | nt
O=C(NCCc1ccccc1)N1c2ccccc2Sc2ccccc21 | ? | nt
COc1ccc(Cl)cc1NC(=O)CCNC(=O)OCc1ccccc1 | 7.3µM* | -14*
O=C(NCCS(=O)(=O)N1CCN(c2ccccc2F)CC1)c1c(F)cccc1F | 16% | nt
OCC[C@H]1C[C@H](O)[C@@H](O)[C@@]2(Cc3ccccc3O2)O1 | ? | nt
O=C(Nc1ccccc1NC(=O)c1c(F)c(F)c(F)c(F)c1F)c1c(F)c(F)c(F)c(F)c1F | ? | nt
O=C(COc1ccccc1)N1CCN(C(=O)c2ccco2)CC1 | ? | nt
Cc1ccc(S(=O)(=O)NCCC(c2ccccc2)c2ccccc2)cc1C(=O)O | ? | nt
Cc1ccccc1Nc1ncnc2c1cnn2C | i | -1
CCOc1cc(C(=O)NC(C)Cc2cccs2)cc(OCC)c1OCC (stereo unspecified) | ? | nt
O=C(NCCc1ccc(F)cc1)c1ccncc1 | -5% | nt
Cc1ccc(CNc2cc(C(=O)O)ccc2Cl)s1 | ? | nt
CCOC(=O)/C(C#N)=C(/C)c1ccc(OC)cc1 | i | nt
O=C(CN1CCN(Cc2ccccc2F)CC1)Nc1ccccc1Cl | ? | nt
O=[N+]([O-])c1ccc(C(=S)N2CCCC2)cc1 | ? | nt
Cc1[nH]n(C(N)=S)c(=O)c1N=Nc1ccc([N+](=O)[O-])cc1Cl | ? | nt
COc1ccccc1/C=C/C(=O)OCCN1C(=O)c2ccccc2C1=O | ? | nt
CC(CCc1ccccc1)NC(=O)c1cnc(Cl)c(Cl)c1 (stereo unspecified) | 8% | 12
c1ccc(-c2cnc(CSc3ncnc4sccc34)o2)cc1 | ? | nt
Cc1c(C)c2ccc(OCC(=O)NCCc3c[nH]c4ccccc34)c(C)c2oc1=O | ? | nt
CCOc1ccc(NC(=O)N2CCc3ccccc3C2)cc1 | ? | nt
O=C(NCCC1=CCCCC1)C1CCN(S(=O)(=O)c2cccc3nsnc23)CC1 | 10% | 0
COc1ccc(Nc2ncc(C(=O)N3CCN(c4ccc(F)cc4)CC3)c3ccccc23)cc1 | 14% | -1
Following part:
SMILES | S3 lipid droplet | S3 lipid droplet cell count max
Cc1ccc(NC(=O)/C(Cl)=C\c2ccccc2)cc1 | ? | nt
CCCOP(=O)(OCCC)c1c([N+](=O)[O-])cc(C(F)(F)F)cc1[N+](=O)[O-] | ? | nt
CCCc1ccc2oc(C(=O)NCCc3cnn(C)c3)c(C)c2c1 | ? | nt
Cc1ccc(-c2cc(C(F)(F)F)nc(SCC(=O)c3cccc([N+](=O)[O-])c3)n2)cc1 | ? | nt
CN(C)c1ccc(NC(=O)Oc2ccccc2)cc1 | ? | nt
O=C(COc1ccc2c(-c3ccccc3)cc(=O)oc2c1)Nc1ccc(CN2CCOCC2)cc1 | ? | nt
N#CCCn1cc(C(N)=O)c(-c2ccc3ccccc3c2)n1 | i | 10
CCOC(=O)N1CCN(C(=O)c2ccccc2NC(=O)c2ccc(Br)cc2)CC1 | ? | nt
O=C(Nc1cccc2ccccc12)c1ccccc1Cl | i | 17
Clc1cccc(OCCCCN2CCCCC2)c1 | -4% | 12
COc1ccc(Br)cc1S(=O)(=O)n1ccnc1 | -3% | 16
Cc1cnc(C(=O)NCCc2ccc(Cl)cc2)cn1 | ? | nt
COc1ccc(Nc2cc(C(=O)N3CCc4ccccc4C3)c3ccccc3n2)c(OC)c1 | -3% | 14
CN(C)S(=O)(=O)c1cc(NC(=O)CN2CCNC(=O)C2)ccc1Cl | ? | nt
COc1ccc(NC(=O)CCCNC(=O)Cn2cnc3sc(C)c(C)c3c2=O)c(OC)c1 | ? | nt
CC(=O)Nc1ccc(S(=O)(=O)N2CCN(C(=O)c3ccco3)CC2)cc1 | 13% | 14
O=C(COC(=O)c1cc(S(=O)(=O)N2CCOCC2)ccc1Cl)NCc1ccco1 | -15% | -7
COc1ccc2c(c1)-c1nc(NC(=O)c3cccs3)sc1CC2 | ? | nt
CCCCN(CCCC)C(=O)c1c[nH]c2ccc(S(=O)(=O)Nc3cccc(Cl)c3C)cc2c1=O | ? | nt
CCS(=O)(=O)c1ccc(O)c(NC(=O)/C=C/c2ccccc2)c1 | 2% | 1
Cc1ccc2c(c1)N(CC(=O)Nc1ccc3c(c1)OCCO3)C(=O)CO2 | i | 0
CCOC(=O)Cn1cnc2scc(-c3ccc(C)cc3)c2c1=O | i | -13
CC(C)OC(=O)CSc1nnc(-c2ccccn2)n1C | ? | nt
COc1ccccc1OCC(=O)Nc1ccc(CSc2ccccc2)cc1C | ? | nt
Cc1cc2c(ccc3[nH]onc32)n1 | -6% | -16

Gathered by group: the entries above containing a COOH group (6)
SMILES | S3 lipid droplet | S3 lipid droplet cell count max
O=C(O)CCCCCN1C(=O)/C(=C/c2ccncc2)SC1=S | -22% | 9
Cc1ccc(C(=O)N2CC(C(=O)O)C2)cc1 | ? | nt
O=C(OC(C(=O)O)C(OC(=O)c1ccccc1)C(=O)NCc1ccccc1)c1ccccc1 (stereo unspecified) | 0% | -7
CCCCC(=O)NC(=S)Nc1cc(C(=O)O)ccc1Cl | 2% | 6
Cc1ccc(S(=O)(=O)NCCC(c2ccccc2)c2ccccc2)cc1C(=O)O | ? | nt
Cc1ccc(CNc2cc(C(=O)O)ccc2Cl)s1 | ? | nt

Continuation:
SMILES | S3 lipid droplet | S3 lipid droplet cell count max
Fc1cccc2sc(Nc3nc4cc5c(cc4s3)OCCO5)nc12 | -100% | nt
CCOc1ccc(NCc2cc3cc(OC)ccc3[nH]c2=O)cc1 | -8% | -1
CCOc1ccc(NC(=O)c2ccc(NC(=O)COC(=O)c3ccc(NC(=O)CC#N)cc3)cc2)cc1 | ? | nt
COc1cc(OC)cc(C(=O)Nc2ccc3c(c2)CCCN3C(=O)c2cccs2)c1 | ? | nt
CCOc1cc(CNCc2ccccc2)ccc1OCC(=O)NC1CCCCC1 | ? | nt
COC(=O)c1cc(S(=O)(=O)N2CCC(c3cc(OC)ccc3OC)C2)c[nH]1 (stereo unspecified) | ? | nt
COc1ccccc1C1CC(c2ccc(Cl)cc2)Nc2ncnn21 (stereo unspecified) | ? | nt
O=C1/C(=C/c2cccc(Cl)c2)SC(=S)N1CCC(=O)N1CCCCC1CCO (stereo unspecified) | ? | nt
CCN(CC)C(=S)Nc1ccc(C(=O)OC)cc1 | 4% | 12
O=C(NCc1ccccn1)c1ccc(COc2ccc(Cl)cc2)o1 | ? | nt
c1ccc2oc(-c3[nH]ncc3CN(Cc3ccncc3)CC3CCCO3)cc2c1 (stereo unspecified) | 0% | 6
CCC(C)C(=O)Nc1nnc(SCC(=O)NC(C)(C)C)s1 (stereo unspecified) | ? | nt
CC(=O)c1cnc(SCc2ccc(Cl)cc2)nc1C | -10% | 19
O=C(NCC1COc2ccccc2O1)c1cccs1 (stereo unspecified) | ? | nt
COc1ccc2cc(C(=O)O)ccc2c1 | ? | nt
O=C1CCc2cc(S(=O)(=O)N3CCCCC3)cc3c2N1CCC3 | i | 20
COc1cc(/C=C2/C(=O)c3cccc([N+](=O)[O-])c3C2=O)c(Br)cc1O | ? | nt
COc1ccc(OCC(=O)Nc2cccc(NC(=O)c3ccco3)c2)cc1 | 18% | 7
CC1(C)OC(=O)C(=CNc2cccc(O)c2)C(=O)O1 | -1% | 19
CN(CCCNC(=O)c1cc2c(=O)[nH]c3ccccc3c2n1C)Cc1ccccc1 | 0% | 6
COc1ccc(NC(=O)CNc2cc(C)ccc2C)cc1S(=O)(=O)N1CCOCC1 | ? | nt
